Screens deposited in PubChem BioAssay by Broad Institute.
EWS-Fli block: inhibitors of EWS/Fli oncoprotein transcriptional activity; A673 NR0B1-luciferase reporter, viability-normalised; inhibition, % at 12.6 µM; actives 0.67% (n = 350,000);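 active = mean inhibition of at least 50% after viability correction, with every replicate also passing that limit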;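 also: firefly luciferase signal divided by Alamar Blue viability fluorescence both relative to DMSO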
esBAF inh: inhibitors of esBAF chromatin remodeling in mouse ES cells; Bmi1-luciferase knock-in reporter, 24 h; 100% = twice the neutral-well signal; reporter increase, % at 12.5 µM; actives 2% (n = 350,000); in the data active = activation above about 40%;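 also: 0% = median of the plate's neutral control wells and 100% = double that signal; a rise in the Bmi1 reporter signal indicates esBAF inhibition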
FN deposition inh: fibronectin deposition inhibition. AH1F fibroblasts, Alexa488-fibronectin deposition fluorescence, overnight. inhibition, % at 12.6 µM. actives 0.086% (n = 350,000). AID 743247;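 active = mean inhibition across replicates of 30% or more, regardless of how many single replicates reach that level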;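 also: positive control wells lacked labelled fibronectin entirely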
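Measured by – fluorescence 485/525 nm · System – AH1F fibroblast monolayer, labelled fibronectin deposition · Amount – 10000 cells per well · Buffer or medium – serum-reduced DMEM (2% serum) · Doses – single dose, pinned · Also added – fluorescent fibronectin at 24 nM final · Schedule – 1 h cell attachment, overnight exposure to compound and label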
XiGFP reactiv: X-chromosome reactivation activator. XiGFP mouse fibroblasts, % GFP-positive cells imaging, 3 d; cells co-treated with 5-aza-dC sensitizer; scaled so ellipticine positive control = 100%. activation, % at 7.58 µM. actives 0.055% (n = 360,000);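 active = mean normalized replicate activation at least 10% and every replicate at or above 10%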;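 also: 0% = median of on-plate neutral control wells and 100% = ellipticine 6 µM median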
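System: XiGFP fibroblasts, SV40-immortalized. Medium: DMEM plus 5-aza-dC sensitizer. Doses: single point. Timing: 3 d treatment, 15 min room-temperature fixation. Control set: ellipticine 6 µM.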
E-sel inducer: induces E-selectin expression in human endothelial cells; activation, % at 7.58 µM; P16581; HUVEC E-selectin immunofluorescence imaging; normalized: neutral wells 0, TNF-alpha wells 100; actives 0.37% (n = 260,000);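 active = mean E-selectin-positive cell signal at least 10% of the positive control, reached in at least 60% of replicates, without over 20% cell loss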;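 also: in these data hits start at about 27%; measured in HUVEC primary endothelial cells; signal is the percent of cells scored E-selectin positive by PE staining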
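System: HUVEC, human umbilical vein endothelial cells; quantity: 3,000 cells/well; buffer or medium: EGM-2 medium, gelatin-coated wells; dosing: single-point compound dose; detection: immunofluorescence imaging; evaluation: % PE-positive cells; benchmarks: TNF-alpha, DMSO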
RAD54 branch: RAD54 (human) branch migration inhibition. RAD54 Holliday junction branch migration, FAM/BHQ fluorescence. inhibition, % at 10.4 µM. actives 0.14% (n = 360,000). AID 602329;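 active = mean normalized replicate activity at least 40 and at least half of replicates scoring 40 or more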;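 also: 0% = median of neutral control wells and 100% = median of positive control wells; inhibitors cause a drop in the FAM fluorescence signal; in these data hits start at about 50%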
RAD52 anneal inh: blocks human RAD52 DNA annealing; P43351; recombinant RAD52 DNA annealing, FRET fluorescence; inhibition, % at 18.7 µM; actives 0.46% (n = 360,000); AID 651710;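 active = every replicate showing at least 50% inhibition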
Target sequence (P43351 whole entry, looked up): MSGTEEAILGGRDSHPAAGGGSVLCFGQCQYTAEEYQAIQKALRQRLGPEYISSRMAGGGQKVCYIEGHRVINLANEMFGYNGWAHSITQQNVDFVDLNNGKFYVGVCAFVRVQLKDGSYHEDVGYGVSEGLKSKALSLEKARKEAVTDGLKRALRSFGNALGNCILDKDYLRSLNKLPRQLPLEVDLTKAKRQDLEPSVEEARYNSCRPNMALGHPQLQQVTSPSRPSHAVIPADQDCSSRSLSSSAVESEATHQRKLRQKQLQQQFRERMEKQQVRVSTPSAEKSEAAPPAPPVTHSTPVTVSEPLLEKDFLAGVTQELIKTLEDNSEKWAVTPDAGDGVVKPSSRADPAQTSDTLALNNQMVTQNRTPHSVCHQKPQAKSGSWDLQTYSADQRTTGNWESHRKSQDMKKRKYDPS
S100A4 inh HTS: S100A4-myosin IIA interaction inhibition | S100A4/TAMRA-MyoIIA peptide fluorescence polarization | P26447 | actives 0.14% (n = 360,000) | inhibition, % at 10.7 µM | AID 652163;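 active = mean inhibition of at least 70% across replicates, with every replicate also reaching that level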
Target sequence (P26447 whole entry, looked up): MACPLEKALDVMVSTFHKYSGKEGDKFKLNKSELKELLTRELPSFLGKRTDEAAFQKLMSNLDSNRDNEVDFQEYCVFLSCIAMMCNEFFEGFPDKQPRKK
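Material: S100A4 monomer protein | Medium: HEPES pH 7.2 with CaCl2, KCl, NaCl, DTT, Triton | Reagent: Labelled myosin peptide probe, 5 nM | Doses: One dose per compound | Times: 5 min incubation before reading | Benchmarks: Neutral control DMSO, positive control TFP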
* hit, by the source's call; nt = not tested or not shown.

The first 10 records as a preview:
SMILES | EWS-Fli block | esBAF inh | FN deposition inh | XiGFP reactiv | E-sel inducer | RAD54 branch | RAD52 anneal inh | S100A4 inh HTS
CCCCC(=NCCc1c(C)[nH]c2ccccc12)C1=C(O)CC(c2ccccc2)CC1=O (configuration not stated) | 51* | -7 | nt | 0.3 | nt | 6 | -48 | 3
CN(C)CCN1CCN(c2cc(-c3cccc(Cl)c3)nc3ccnn23)CC1 | 1 | -8 | -8 | 0.2 | 0.2 | 32 | 91* | 3
CC[C@@H]1C/C=C\Cc2ccccc2[C@@H](C(=O)C[C@@H](O)CC(C)=O)OC1=O | -1 | 2 | -8 | 0.0 | -0.1 | -4 | -10 | -4
O=C(NCc1ccccc1)c1ccc(S(=O)(=O)NCc2ccco2)cc1 | 6 | -2 | -1 | 0.1 | nt | 11 | -21 | 7
CC(=O)Nc1ccc2c(c1)C(=O)N(C)[C@@H]1CC[C@H](CC(=O)NC3CCCCC3)O[C@@H]1CO2 | -4 | 4 | -7 | 0.3 | 0.2 | -22 | nt | nt
Cc1ccc(Cc2c(-c3cccc(Br)c3)nc3c(Cl)cc(C(F)(F)F)cn23)cc1 | -9 | nt | -2 | 0.0 | 3.5 | nt | -16 | -14
CC(=O)Nc1ccc(/C=C/C(=O)c2ccc3c(c2)OCCO3)cc1 | -36 | 3 | 5 | -0.1 | -0.3 | 0 | -49 | -2
CC(C)(O)C#Cc1ccc(CN2CCN(C3CCCC3)C(CCO)C2)cc1 (configuration not stated) | -17 | nt | -2 | 0.3 | nt | nt | -11 | 1
CC(=O)Nc1ccc(NC(=O)CSc2nnc3ccc(-c4ccccn4)nn23)cc1 | 5 | nt | -5 | 0.0 | -0.1 | nt | -1 | -1
CCOc1ccc(Cl)cc1-c1cc(C(=O)NCC2CCCCC2)[nH]n1 | 2 | 1 | -9 | 0.1 | 1.5 | 6 | 4 | -2

This part in full (from the top)
SMILES | EWS-Fli block | esBAF inh | FN deposition inh | XiGFP reactiv | E-sel inducer | RAD54 branch | RAD52 anneal inh | S100A4 inh HTS
CCCCC(=NCCc1c(C)[nH]c2ccccc12)C1=C(O)CC(c2ccccc2)CC1=O (configuration not stated) | 51* | -7 | nt | 0.3 | nt | 6 | -48 | 3
CN(C)CCN1CCN(c2cc(-c3cccc(Cl)c3)nc3ccnn23)CC1 | 1 | -8 | -8 | 0.2 | 0.2 | 32 | 91* | 3
CC[C@@H]1C/C=C\Cc2ccccc2[C@@H](C(=O)C[C@@H](O)CC(C)=O)OC1=O | -1 | 2 | -8 | 0.0 | -0.1 | -4 | -10 | -4
O=C(NCc1ccccc1)c1ccc(S(=O)(=O)NCc2ccco2)cc1 | 6 | -2 | -1 | 0.1 | nt | 11 | -21 | 7
CC(=O)Nc1ccc2c(c1)C(=O)N(C)[C@@H]1CC[C@H](CC(=O)NC3CCCCC3)O[C@@H]1CO2 | -4 | 4 | -7 | 0.3 | 0.2 | -22 | nt | nt
Cc1ccc(Cc2c(-c3cccc(Br)c3)nc3c(Cl)cc(C(F)(F)F)cn23)cc1 | -9 | nt | -2 | 0.0 | 3.5 | nt | -16 | -14
CC(=O)Nc1ccc(/C=C/C(=O)c2ccc3c(c2)OCCO3)cc1 | -36 | 3 | 5 | -0.1 | -0.3 | 0 | -49 | -2
CC(C)(O)C#Cc1ccc(CN2CCN(C3CCCC3)C(CCO)C2)cc1 (configuration not stated) | -17 | nt | -2 | 0.3 | nt | nt | -11 | 1
CC(=O)Nc1ccc(NC(=O)CSc2nnc3ccc(-c4ccccn4)nn23)cc1 | 5 | nt | -5 | 0.0 | -0.1 | nt | -1 | -1
CCOc1ccc(Cl)cc1-c1cc(C(=O)NCC2CCCCC2)[nH]n1 | 2 | 1 | -9 | 0.1 | 1.5 | 6 | 4 | -2
CCOC(=O)C1CCCN(S(=O)(=O)c2cccc3nsnc23)C1 (configuration not stated) | 4 | -5 | 10 | 0.2 | nt | 13 | -4 | 1
Cc1cccc(NC(=O)CSc2nnnn2C)n1 | nt | -2 | -3 | nt | 0.0 | -10 | nt | nt
O=C(COc1ccccc1)N/N=C/c1ccc(O[C@@H]2O[C@H](CO)[C@@H](O)[C@H](O)[C@H]2O)cc1 | -12 | nt | -5 | 0.6 | -0.4 | nt | 3 | 1
O=C(CSc1nnc(CNC(=O)c2c(F)cccc2Cl)o1)NCc1ccc(F)cc1 | nt | -3 | 3 | 0.0 | nt | -15 | -4 | 0
O=C(C[n+]1ccc(C(=O)NCc2ccccc2)cc1)c1ccc(F)cc1 | -11 | nt | -6 | 0.3 | 0.0 | nt | -10 | -5
O=C(CC(=O)OCc1ccccc1)OCc1ccccc1 | 0 | -7 | nt | nt | nt | -4 | -7 | -2
Cc1ccc(S(=O)(=O)N2CCC(=O)N(C(COCc3ccc(Cl)cc3)C(C)C)CC2)cc1 (configuration not stated) | 17 | 7 | 12 | -0.1 | 0.2 | 0 | -17 | -2
CC(=O)c1cccc(NC(=O)C(C)OC(=O)CN2C(=O)NC(C)(C)C2=O)c1 (configuration not stated) | 1 | -4 | 4 | 0.1 | nt | 3 | -7 | 4
O=C1NC(=Nc2ccccc2)SC1(CO)CO | 12 | 0 | 1 | 0.1 | 0.1 | 1 | -6 | 0
C/C=C/c1ccc([C@@H]2[C@@H](CN(CC(C)C)C(C)=O)N(C(C)=O)[C@H]2CO)cc1 | -3 | 0 | 7 | -0.1 | 0.2 | -2 | -8 | 6
COc1ccc(NC(=O)COC(=O)CN2C(=O)NC(C)(C)C2=O)cc1 | -11 | -2 | 0 | 0.1 | 3.9 | -1 | -11 | -2
Cc1c(C(c2ccccc2)c2c(C)n(C)n(-c3ccccc3)c2=O)c(=O)n(-c2ccccc2)n1C | 11 | 2 | 6 | 0.0 | nt | 4 | -9 | -4
C[C@@H]1CN([C@H](C)CO)C(=O)c2cc(NC(=O)Nc3ccc(C(F)(F)F)cc3)ccc2O[C@H]1CN(C)Cc1ccc(-c2ccccc2)cc1 | -2 | -2 | nt | -1.1 | 0.0 | -6 | -1 | 1
O=C(/C=C/c1ccc(OC(F)F)cc1)OCC(=O)N1CCC(c2ccccc2)=N1 | -15 | -4 | 3 | 0.2 | -0.3 | -1 | -19 | 0
NS(=O)(=O)c1ccc(CCNCC(=O)NCc2ccccc2Cl)cc1 | -9 | -9 | -4 | 0.0 | nt | -8 | -11 | 4
O=c1cc(NCC2CCCO2)[nH]c(=O)n1-c1ccc(Cl)cc1 (configuration not stated) | -13 | 2 | nt | nt | nt | -12 | -8 | 3
CN1C[C@@H]2[C@@H]3C(=O)N(Cc4ccccc4)C(=O)[C@@H]3[C@](Cc3ccccc3)(C1=O)N2C(=O)c1ccc(Cl)c(Cl)c1 | 5 | 9 | 10 | -0.1 | -0.2 | -9 | -79 | -1
CC(C)CCc1noc(CN2CCC(CCN3CCCC3=O)CC2)n1 | -15 | 12 | -8 | 0.0 | 0.2 | 3 | -11 | -6
CCCC(=O)Nc1ccc2c(c1)OC[C@H](C)N(Cc1ccccc1)C[C@@H](C)[C@H](OC)CN(C)C2=O | 6 | 3 | -7 | 0.0 | 0.1 | 0 | 0 | -4
O=C(NN=C1CCCC1)c1ccc(Br)cc1 | -10 | 7 | 4 | 0.3 | nt | 0 | -9 | 2
O=C(NCc1cnc2ccccn12)C1CCC(=O)N(Cc2ccccc2F)C1 (configuration not stated) | 5 | 0 | 6 | 0.0 | -0.2 | 2 | -10 | 4
N#Cc1ccc(NC(=O)COC(=O)c2ccc(F)c(S(=O)(=O)N3CCOCC3)c2)cc1 | 2 | -7 | 2 | -0.1 | nt | 3 | -18 | -1
COc1ccc(N(CC(=O)N2CCOCC2)S(C)(=O)=O)cc1OC | 15 | -2 | 1 | 0.0 | nt | -3 | -14 | 1
CCOc1cc(OCC)cc(C(=O)N2CCC[C@@H]2C(=O)N2CCC[C@@H]2C(=O)NCc2ccccc2Cl)c1 | -4 | nt | 3 | 0.0 | 0.2 | nt | 3 | -1
CCNC(=O)C[C@H]1CC[C@H]2[C@H](COc3ccc(NC(=O)Nc4ccccc4Cl)cc3C(=O)N2C)O1 | -1 | 7 | -3 | 0.2 | 0.3 | 7 | -3 | 2
CCCCOCCCNC(=O)C[C@H]1C[C@@]2(C(=O)OC)C(=C[C@H](COCc3ccccc3)O[C@@H]2C)N(Cc2ccc3c(c2)OCO3)C1=O | 4 | nt | 4 | 0.7 | 0.0 | nt | -12 | 4
O=S1(=O)N[C@@H](Cc2ccccc2)COc2cc(N3CCOCC3)ccc21 | 3 | nt | 4 | 0.2 | 0.1 | nt | -3 | -2
CCOc1ccc(NC(=O)CN(C)C(=O)c2cc([N+](=O)[O-])ccc2N2CCCCC2)cc1OCC | -28 | 0 | 5 | 0.1 | 12 | 8 | -10 | -8
Clc1cccc(CSc2ccc(-c3ccco3)nn2)c1 | -36 | nt | nt | 0.2 | nt | nt | -12 | -2
Cc1ccccc1C(=O)Nc1nnc(-c2ccco2)o1 | -17 | nt | -1 | 0.3 | 4.3 | nt | -19 | 6
N#Cc1ccc(C(=O)Nc2nnc(-c3ccccn3)o2)cc1 | -15 | nt | -4 | 0.0 | -1.6 | 0 | -14 | 0
COc1ccc(NC(=O)Nc2ccc3c(c2)CC(=O)N([C@@H](C)CO)C[C@H](C)[C@@H](CN(C)C(=O)Nc2cccc4ccccc24)O3)cc1 | 4 | 19 | nt | -0.1 | -0.1 | -12 | nt | nt
COC(=O)[C@]1(C)N[C@H](CN(C)C(=O)Nc2ccc(OC)cc2)[C@@H]2C(=O)N(C)C(=O)[C@@H]21 | 1 | 1 | 8 | 0.0 | -1.3 | -10 | -10 | 5
O=C(CCN1CCCCC1)NCC[C@H]1CC[C@H](NC(=O)C2CCCCC2)[C@@H](CO)O1 | 3 | nt | -3 | 0.0 | -0.2 | nt | 32 | -13
CCOc1cc(C(=O)OCC(=O)Nc2c(C)cccc2C)ccc1OCC(=O)N1CCOCC1 | -6 | nt | 2 | 0.1 | -0.1 | nt | -2 | 3
O=C(O)CSc1nc2ccccc2c(=O)[nH]1 | nt | -3 | nt | nt | nt | -6 | -10 | 0
CCCC#Cc1cnc2c(c1)C(=O)N([C@H](C)CO)C[C@@H](C)[C@H](CN(C)C(=O)Nc1ccccc1F)O2 | 15 | 6 | -15 | -1.1 | -0.1 | -6 | 6 | 6
Cc1cccc(C)c1Nc1c(-c2ccc(N3CCOCC3)cc2)nc2cnccn12 | -9 | nt | -6 | 1.1 | -0.3 | -3 | -5 | -5
O=C(CC1SC(=O)N(c2ccccc2)C1=O)Nc1ccc(Cl)cc1 (configuration not stated) | -8 | nt | 3 | 0.0 | 0.1 | nt | -9 | 2
Cc1noc(C)c1NC(=O)Nc1ccc2c(c1)C(=O)N([C@@H](C)CO)C[C@@H](C)[C@@H](CN(C)C(=O)Nc1ccc(F)cc1)O2 | -6 | -3 | -6 | 0.1 | -0.1 | 12 | -5 | -22

The order is random (roughly 3% active in at least one column).
